Bioassay records deposited in PubChem by several laboratories.
Autofluor 339 – intrinsic fluorescence of library compounds, ex339/em460 – biochemical, MLSMR library, data from DPM-DC assay, artefact control, profiling panel | compound autofluorescence, ex339/em460 nm, NADH buffer; hits give high values; 1 = no-compound wells, NADH background | fluorescence fold increase at 10 µM | 5.5% of 65,000 active;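 active = at 10 µM, mean starting fluorescence two-fold or more over control wells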;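 also: signal is the first read of a kinetic run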
HTR1E antagonist – antagonists of human 5-HT1E serotonin receptor; P28566; CHO 5-HT1E Ga15 NFAT-bla reporter, FRET, antagonist; inhibition, % at 6 µM; 0.99% of 65,000 active; AID 571;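 active = inhibition above a set limit, the mean inhibition across every tested compound plus 3 SD, cut at about 29% in these data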;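 also: signal is the 460 over 535 nm emission ratio of beta-lactamase substrate; 0% = agonist plus DMSO wells and 100% = wells without agonist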
5-HT1A blocker – 5-HT1a (human) receptor antagonism; inhibition, % at 10 µM; P08908; 0.68% of 62,000 active; CHO 5-HT1a Ga15 NFAT-bla reporter, antagonist mode;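 active = inhibition above the mean of all tested compounds plus 3 SD, cut at about 43% in these data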;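 also: receptor stimulated by 5-CT agonist at 100 nM near EC80; beta-lactamase reporter measured by ratiometric fluorescence of a cleavable substrate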
HER2 expr 66K – inhibitors of human Her2 kinase expression; AID 645; SKBR-3 HER2 protein level, AlphaScreen, 18-24 h; hits give low values; 0.69% of 65,000 active; P04626; HER2 level % of control, % at 10 µM;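 active = HER2 level under 5% of the carrier-only control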;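 also: 100% = DMSO carrier and 0% = 500 nM PU-H71 HSP90 inhibitor; lower value means stronger loss of Her2 protein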
Target sequence (P04626 whole entry, looked up): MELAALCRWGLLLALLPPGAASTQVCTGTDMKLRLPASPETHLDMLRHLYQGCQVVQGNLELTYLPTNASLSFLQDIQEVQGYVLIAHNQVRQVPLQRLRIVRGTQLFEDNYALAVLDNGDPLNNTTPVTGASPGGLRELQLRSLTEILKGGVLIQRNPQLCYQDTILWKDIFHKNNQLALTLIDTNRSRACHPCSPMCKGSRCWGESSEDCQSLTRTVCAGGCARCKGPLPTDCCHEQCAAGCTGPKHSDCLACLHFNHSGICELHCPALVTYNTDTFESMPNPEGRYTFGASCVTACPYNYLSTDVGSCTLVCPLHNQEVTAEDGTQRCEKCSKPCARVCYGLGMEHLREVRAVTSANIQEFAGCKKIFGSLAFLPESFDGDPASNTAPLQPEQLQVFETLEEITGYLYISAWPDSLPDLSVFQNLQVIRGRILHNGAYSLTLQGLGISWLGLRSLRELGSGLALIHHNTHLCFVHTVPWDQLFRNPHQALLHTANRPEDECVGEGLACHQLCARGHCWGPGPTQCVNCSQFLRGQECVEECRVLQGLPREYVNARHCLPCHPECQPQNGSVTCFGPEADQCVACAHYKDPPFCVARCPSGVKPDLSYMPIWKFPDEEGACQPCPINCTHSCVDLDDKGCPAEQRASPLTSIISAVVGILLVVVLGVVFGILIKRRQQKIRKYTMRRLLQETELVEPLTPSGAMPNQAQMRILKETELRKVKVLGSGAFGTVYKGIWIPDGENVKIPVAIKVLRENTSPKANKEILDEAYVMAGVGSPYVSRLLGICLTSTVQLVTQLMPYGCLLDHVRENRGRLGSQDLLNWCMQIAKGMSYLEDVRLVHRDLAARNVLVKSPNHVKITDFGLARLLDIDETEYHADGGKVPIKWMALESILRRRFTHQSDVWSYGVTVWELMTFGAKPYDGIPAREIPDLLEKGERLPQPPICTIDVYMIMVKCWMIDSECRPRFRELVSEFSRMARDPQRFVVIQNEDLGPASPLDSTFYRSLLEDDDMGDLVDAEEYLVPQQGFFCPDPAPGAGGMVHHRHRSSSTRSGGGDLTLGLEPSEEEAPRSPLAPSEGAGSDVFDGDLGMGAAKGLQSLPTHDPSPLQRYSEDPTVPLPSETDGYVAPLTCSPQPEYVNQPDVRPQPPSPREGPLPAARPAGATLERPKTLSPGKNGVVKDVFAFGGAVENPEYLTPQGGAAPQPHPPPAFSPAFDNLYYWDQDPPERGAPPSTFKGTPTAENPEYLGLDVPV
S1P1 ag-PAM – agonists and agonism potentiators of human S1P1 receptor; activation, % at 9.5 µM; AID 449; 0.57% of 56,000 active; P21453; S1P1 CRE-bla cells, forskolin, beta-lactamase FRET, potentiator mode; S1P1 agonist co-added at EC20, 2 nM; 100% = saturating reference agonist, 0% = basal;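 active = activation above a cutoff set at the mean activation of all tested compounds plus 3 SD, cut at about 54% in these data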;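 also: forskolin at 4 µM as EC80 and the EC20 agonist is SEW2871; 100% = SEW2871 at its EC100 plus forskolin at EC80; some compounds past the cut are filed as inactive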
S1P3 ag – activates the human S1P3 receptor; AID 373; 0.1% of 60,000 active; Q99500; activation, % at 4.5 µM; S1P3 NFAT-BLA reporter cells, agonism, FRET ratio; relative to 1 µM S1P, basal subtracted;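 active = activation above the screen-wide mean plus 3 SD, cut at about 4.5% in these data, passing the limit was not always enough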; also: some compounds called inactive have numbers as strong as hits
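Benchmarks: high control 1 µM S1P / System: stable CHO line with human S1P3, Gα16, NFAT-BLA reporter / Dosing: single compound concentration, 4.5 µM final / Timing: 4 h compound at 37 °C, 2 h substrate at RT / Measured by: FRET β-lactamase substrate fluorescence, excitation 405 nm, 460/535 nm emission ratio, background-subtracted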
5HT1E ag – activates the human 5-HT1E serotonin receptor; AID 574; 0.69% of 65,000 active; CHO 5-HT1E Ga15 NFAT-bla reporter, FRET; 0% DMSO wells, 100% control agonist wells; P28566; activation, % at 6 µM;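 active = activation above a set limit, the screen-wide mean activation plus 3 SD, cut at about 8.5% in these data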;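 also: 100% = positive control agonist at 1 µM giving full maximal response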
A340 absorber – compound absorbs light at 340 nm. 65,000 tested, under 10 active. compound absorbance at 340 nm, fold over control. fold change at 10 µM. AID 708;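 active = at 10 µM dose, initial 340 nm absorbance at least 2 fold that of control wells; inactive = change under 2 fold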;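 also: initial absorbance extrapolated from kinetic A340 decline of NADH oxidation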
MMP13 inh – inhibitors of human MMP13. inhibition, % at 4 µM. 0.07% of 65,000 active. P45452. MMP-13 fTHP FRET cleavage, Mca fluorescence. AID 570;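 active = inhibition above the mean of compound-free control plate wells plus 3 SD, cut at about 14% in these data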;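 also: 0% = DMSO wells and 100% = wells with reference MMP-13 inhibitor after basal subtraction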
An asterisk follows results filed as active; nt = no result given; [ ] = dose if it differs, or a comment. Random draw from the library. About 8.5% of those tested had a hit in this group.

The opening three compounds as a preview:
SMILES | Autofluor 339 | HTR1E antagonist | 5-HT1A blocker | HER2 expr 66K | S1P1 ag-PAM | S1P3 ag | 5HT1E ag | A340 absorber | MMP13 inh
COCCN(Cc1cc2cc3c(cc2[nH]c1=O)OCO3)C(=O)c1cccs1 | 2.7* | -3 | -1 | 96 | -5 | -0.1 | 0.3 | 1.1 | -6
OC12CCCCC1C(c1ccc3c(c1)OCO3)N(Cc1ccccc1F)CC2 (configuration not stated) | 1.1 | 1 | 37 | 107 | -24 | 0.3 | -0.6 | 1 | 0
O=C(NCc1ccc2c(c1)OCO2)c1cc2c(s1)CS(=O)(=O)C2 | 0.97 | 3 | 4 | 123 | -15 | 0.3 | 0.3 | 1 | 2

The whole of this part, repeating the preview:
SMILES | Autofluor 339 | HTR1E antagonist | 5-HT1A blocker | HER2 expr 66K | S1P1 ag-PAM | S1P3 ag | 5HT1E ag | A340 absorber | MMP13 inh
COCCN(Cc1cc2cc3c(cc2[nH]c1=O)OCO3)C(=O)c1cccs1 | 2.7* | -3 | -1 | 96 | -5 | -0.1 | 0.3 | 1.1 | -6
OC12CCCCC1C(c1ccc3c(c1)OCO3)N(Cc1ccccc1F)CC2 (configuration not stated) | 1.1 | 1 | 37 | 107 | -24 | 0.3 | -0.6 | 1 | 0
O=C(NCc1ccc2c(c1)OCO2)c1cc2c(s1)CS(=O)(=O)C2 | 0.97 | 3 | 4 | 123 | -15 | 0.3 | 0.3 | 1 | 2
Cc1ccc(CSCCNS(C)(=O)=O)cc1 | nt | 9 | -3 | nt | nt | nt | -1.2 | nt | 4
COc1ccccc1Nc1nc(C)cc(=O)[nH]1 | 1.1 | 5 | -6 | 124 | -14 | -0.6 | 0.7 | 1.1 | -2
CCCn1c(=O)[nH]c(=O)c2[nH]cnc21 | 1 | 3 | nt | 124 | 4 | -2.2 | -0.2 | 0.98 | -1
Cc1cc(=O)oc(C)c1C(=O)NCC(C)NC(=O)c1c(C)cc(=O)oc1C (configuration not stated) | 1.1 | -5 | nt | 121 | -8 | -0.6 | -0.5 | 1 | -5
O=C(CN1CCN(c2ccccn2)CC1)N(c1ccccc1)c1ccc2ccccc2c1 | 1.1 | 4 | 21 | 57 | nt | nt | 0.9 | 1 | 0
O=C(CSc1nc(-c2ccncc2)nn1CC(=O)N1CCCCC1)NC1CCCC1 | 1.1 | -1 | 4 | 238 | nt | nt | 0.3 | 1.1 | 0
Cc1cccc(N2CCN(C(=O)CCn3c(=O)[nH]c4ccccc4c3=O)CC2)c1C | 1.1 | -9 | -18 | 99 | 8 | 0.2 | 0.0 | 0.99 | 1
Cc1cc(NC(=O)CSc2ccc3nnc(-c4ccc(F)cc4)n3n2)no1 | 2 | 5 | -7 | 86 | 2 | -0.3 | 0.0 | 1 | -13
CCCn1nnc(NC(=O)c2cc(Br)cc(Br)c2OC)n1 | 1.1 | -6 | nt | 83 | -1 | -1.9 | -0.4 | 1 | 0
CCN(CCCNC(=O)C1CCC(=O)N1Cc1ccc(C)cc1)c1cccc(C)c1 (configuration not stated) | 1.1 | -5 | 16 | 73 | 16 | 0.6 | 0.0 | 0.98 | -3
C=CCn1c(SCC(=O)NC(=O)NC2CCCC2)nnc1C1CCCCC1 | 1.1 | -8 | -1 | 106 | nt | nt | 0.9 | 1 | -1
COc1ccccc1Nc1nc(N)nc(CN2CCc3ccccc3C2)n1 | 1.1 | -10 | 7 | 170 | 13 | -0.4 | 0.5 | 1 | 2
C=CCn1c(=O)c2ccccc2n2c(SCC(=O)NCc3cccs3)nnc12 | 1.1 | 5 | -4 | 144 | 8 | -0.3 | 0.4 | 0.98 | -2
Cc1ccc2cc(-c3noc(C(C)(C)C)n3)c(=O)[nH]c2c1 | 3.9* | -8 | 4 | 110 | -1 | 1.3 | -0.5 | 1.1 | -24
CC1(N2CCCCC2)CC2(O)C(=[N+]1[O-])CCC/C2=N\O (configuration not stated) | 1.1 | 6 | -5 | 94 | 3 | 0.4 | -1.3 | 1 | 0
Cc1[nH]nc2c1C(c1ccoc1)C(C#N)=C(N)O2 (configuration not stated) | 1.1 | 10 | 17 | 113 | 1 | -1.6 | 0.0 | 1 | -5
O=S1(=O)N=C(N2CCN(Cc3ccccc3)CC2)c2ccccc21 | 1.1 | -8 | -21 | 113 | 0 | 0.5 | 1.3 | 1 | 2
CC1Cc2ccccc2N1C(=O)C1CCCN(S(=O)(=O)c2cccc3cccnc23)C1 (configuration not stated) | 1.1 | 15 | 17 | 85 | 7 | -0.6 | -0.9 | 1 | 0
CCN(c1ccccc1)S(=O)(=O)c1ccc(F)c(C(=O)O)c1 | 1.1 | 2 | -5 | 101 | 2 | 1.3 | -0.1 | 1 | 4
CCOCCN1CCN(c2c(C)c(C)nc3cc(-c4cc(OC)cc(OC)c4)nn23)CC1 | 1.5 | 40* | 7 | 98 | nt | nt | 3.5 | 1.1 | -8
CCOC(=O)c1[nH]c(C)c(C(=O)N2CCN(C(=O)OCC)CC2)c1CC | 1.1 | -8 | -12 | 115 | 7 | 0.3 | -0.8 | 0.97 | 0
COC(=O)C1CCN(C(=O)c2ccccc2Oc2ccccc2)CC1 | 1.1 | -3 | 15 | 108 | -28 | -0.7 | 0.4 | 1.1 | 6

Quoted from the listing.
Value of CC1(N2CCCCC2)CC2(O)C(=[N+]1[O-])CCC/C2=N\O (configuration not stated) under A340 absorber: 1
Value of COC(=O)C1CCN(C(=O)c2ccccc2Oc2ccccc2)CC1 under Autofluor 339: 1.1
Value of CCCn1c(=O)[nH]c(=O)c2[nH]cnc21 under Autofluor 339: 1
Value of C=CCn1c(=O)c2ccccc2n2c(SCC(=O)NCc3cccs3)nnc12 under MMP13 inh: -2
Value of C=CCn1c(SCC(=O)NC(=O)NC2CCCC2)nnc1C1CCCCC1 under Autofluor 339: 1.1
Value of O=C(NCc1ccc2c(c1)OCO2)c1cc2c(s1)CS(=O)(=O)C2 under A340 absorber: 1

Remaining list, next part.
SMILES | Autofluor 339 | HTR1E antagonist | 5-HT1A blocker | HER2 expr 66K | S1P1 ag-PAM | S1P3 ag | 5HT1E ag | A340 absorber | MMP13 inh
CCc1ccc(NC2CC(=O)N(c3ccc(OC)cc3OC)C2=O)cc1 (configuration not stated) | 1.1 | 1 | 3 | 100 | nt | -0.7 | 1.3 | 1 | 4
COCCOC(=O)CC1=NC(=O)CS1 | 1.1 | 4 | 6 | 101 | -22 | -0.7 | 0.6 | 1 | -1
O=C(c1cccc(F)c1)N1CCN(Cc2c[nH]c3ccccc23)CC1 | 1.1 | -6 | 8 | 102 | -31 | -0.5 | -1.0 | 1 | -2
O=C(Nc1cccc2cccnc12)c1ccc(Br)o1 | 1.1 | 12 | 21 | 70 | nt | -0.2 | 0.1 | 1.1 | 1
O=C(Nc1cnn(C23CC4CC(CC(C4)C2)C3)c1)c1cnn2cccnc12 | 1.1 | -4 | -1 | 80 | nt | 0.0 | 0.5 | 1.1 | 7
CCCCCCc1ccc(-c2ncc(N)cn2)cc1 | 1.1 | 3 | 9 | 81 | 7 | -1.4 | -0.1 | 0.99 | -19
C=CCn1c(SCC(=O)c2ccc(OC)cc2)nnc1C(C)NC(=O)c1cccs1 (configuration not stated) | 1 | 4 | -9 | 135 | nt | 0.2 | 0.9 | 0.99 | 5
COc1cc(Cn2c(N)c(C#N)c3nc4ccccc4nc32)cc(OC)c1 | 3.9* | 14 | 25 | 61 | -59 | 4.9 | 6.0 | 1 | -172[fluorescence artefact?]
C=CCN(C(=O)CN1CCOCC1)c1nc(C)c(-c2ccccc2)s1 | 1.1 | -2 | -21 | nt | nt | nt | -1.3 | 1.1 | 8
COc1ccc(CCNC(=O)c2cnccn2)cc1 | 1.1 | 14 | -4 | 84 | -15 | 0.3 | 0.1 | 1 | -2
COC(=O)c1ccccc1NC(=O)Cn1cnc2ccc(S(=O)(=O)N3CCC(C)CC3)cc2c1=O | 1 | -2 | -8 | 75 | -24 | -0.8 | 0.9 | 0.97 | 5
Cc1sc2nnn(CC(=O)N3CCN(C(=O)c4ccco4)CC3)c(=O)c2c1C | 1.2 | 10 | 3 | 96 | -2 | -2.1 | -1.0 | 1 | 6
COC(=O)CNc1n[nH]c(=S)[nH]c1=O | 1 | -4 | 2 | 76 | 9 | -0.1 | -1.1 | 1.1 | -4
Cc1ccc2c(c1)C(O)(c1c(C)[nH]c3ccccc13)C(=O)N2 (configuration not stated) | 1.1 | 12 | 22 | 75 | 7 | -1.0 | -1.4 | 1 | -3
CCOc1ccc(-n2cnnn2)cc1S(=O)(=O)Nc1c(C)cccc1C | 1.1 | 4 | 4 | 68 | nt | -1.3 | -0.3 | 1 | 2
CCOc1ccc(S(=O)(=O)Nc2nc3ccccc3nc2N2CCN(C)CC2)cc1 | 1.7 | 5 | 5 | 97 | 0 | -0.4 | -0.1 | 1.1 | -10
CC1(C)OC(C(N)=O)C(C(N)=O)O1 (configuration not stated) | 1.1 | -12 | -7 | 98 | -2 | -1.8 | -0.1 | 1 | 0
c1ccc(Cn2nnc3c(NCCN4CCOCC4)ncnc32)cc1 | 1.1 | 1 | -4 | 125 | -6 | 1.4 | 0.9 | 0.99 | 0
CCOC(=O)c1cc2sccc2n1CC(=O)c1ccc2c(c1)OCCO2 | 1 | -1 | 19 | 105 | 25 | -1.5 | 22* | 1 | 4
O=C(O)Cn1cnc2scc(-c3cccs3)c2c1=O | 1.2 | 3 | -19 | 126 | -2 | 0.8 | 0.1 | 1.1 | -12
COc1ccc(-c2cc3nc(C)cc(C)n3n2)c(OC)c1 | 3.2* | 14 | -5 | 104 | 4 | -0.2 | -0.6 | 1.1 | -6
CCOC(=O)N1CCC(NC(=O)C2CCCN(S(=O)(=O)c3cccc4nsnc34)C2)CC1 (configuration not stated) | 1.2 | 0 | -10 | 108 | 27 | -1.1 | 0.5 | 1 | 1
CC(=O)NC(CCS(C)(=O)=O)C(=O)Nc1ccc(F)cc1Cl (configuration not stated) | 0.83 | 2 | -3 | 84 | -30 | -0.8 | 0.5 | 0.99 | 4
O=C(CCC(=O)c1cccs1)Nc1nnc(C2CC2)s1 | 1.1 | -8 | 1 | 102 | -13 | 0.4 | -0.1 | 1 | 1
CCOC(=O)Cn1c2ccccc2c2nc3ccccc3nc21 | 2.9* | 4 | 0 | 139 | -34 | -0.1 | 1.1 | 1.1 | -15
CCOC(=O)CCC(=O)O[C@H]1[C@H](O[C@@H]2[C@@H](C)[C@H](O[C@H]3C[C@@](C)(OC)[C@@H](O)[C@H](C)O3)[C@@H](C)C(=O)O[C@H](CC)[C@@](C)(O)[C@H](O)[C@@H](C)C(=O)[C@H](C)C[C@@]2(C)O)O[C@H](C)C[C@@H]1N(C)C | 0.98 | -3 | nt | 103 | 4 | -3.0 | 0.0 | 0.98 | 6
Cc1ccc(C)c(-n2nnnc2Sc2nnnn2-c2ccccc2)c1 | 1.1 | 25 | 46* | -11* | 56 | -1.0 | -0.9 | 1 | -1
CCCCCn1c(=NC(C)=O)c(C#N)cc2c(=O)n3cccc(C)c3nc21 | 3.6* | 2 | 4 | 94 | 5 | -0.7 | -0.4 | 1.1 | -2
CC(C)N(Cc1cc2ccccc2[nH]c1=O)C(=O)C1CCCCC1 | 1.2 | -1 | -2 | 93 | 25 | 0.6 | 0.9 | 1.1 | -4
